PfGluPho inh = PfG6PD enzyme inhibitors, primary screen, biochemical, fluorescence intensity, uHTS; inhibition, % at 20 µM; hit rate 0.78% among 350,000; AID 504690, 2011; glucose-6-phosphate dehydrogenase-6-phosphogluconolactonase (Plasmodium falciparum 3D7); PfGluPho enzyme, NADPH resazurin-diaphorase fluorescence;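 active = inhibition reaching at least a set limit at 20 µM in the primary screen, cut at about 59% in these data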;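 note: 0% = DMSO wells with substrate and 100% = DMSO wells lacking glucose-6-phosphate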
SENP8 block-1 = human SENP8 protease inhibitors, primary screen, biochemical, fluorescence, Nedd8 protein substrate, uHTS. Sentrin-specific protease 8 (Homo sapiens), Q96LD8. recombinant SENP8. inhibition, % at 20 µM. hit rate 0.64% among 360,000. AID 602440, 2012; in the data active = inhibition mostly above about 40%, no sharp cut-off; inactive = mostly below about 27%
Target sequence (Q96LD8 whole entry, looked up): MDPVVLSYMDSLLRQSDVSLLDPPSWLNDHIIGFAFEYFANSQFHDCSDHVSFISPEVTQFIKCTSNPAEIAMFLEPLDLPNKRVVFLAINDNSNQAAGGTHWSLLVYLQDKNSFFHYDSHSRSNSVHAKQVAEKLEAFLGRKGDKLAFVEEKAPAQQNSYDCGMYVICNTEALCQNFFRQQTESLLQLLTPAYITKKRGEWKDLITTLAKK
SENP6 block = SENP6 protease inhibitors, primary screen, biochemical, luminescence, uHTS; Recombinant SENP6 catalytic domain, aminoluciferin luminescence; inhibition, % at 10 µM; hit rate 1.8% among 330,000;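 active = inhibition above about 50% at the single tested dose, limit read from the data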;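 note: plate controls were DMSO wells with enzyme for no effect and DMSO wells lacking enzyme for full effect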
Target sequence (Q9GZR1 628-1112 limits assumed): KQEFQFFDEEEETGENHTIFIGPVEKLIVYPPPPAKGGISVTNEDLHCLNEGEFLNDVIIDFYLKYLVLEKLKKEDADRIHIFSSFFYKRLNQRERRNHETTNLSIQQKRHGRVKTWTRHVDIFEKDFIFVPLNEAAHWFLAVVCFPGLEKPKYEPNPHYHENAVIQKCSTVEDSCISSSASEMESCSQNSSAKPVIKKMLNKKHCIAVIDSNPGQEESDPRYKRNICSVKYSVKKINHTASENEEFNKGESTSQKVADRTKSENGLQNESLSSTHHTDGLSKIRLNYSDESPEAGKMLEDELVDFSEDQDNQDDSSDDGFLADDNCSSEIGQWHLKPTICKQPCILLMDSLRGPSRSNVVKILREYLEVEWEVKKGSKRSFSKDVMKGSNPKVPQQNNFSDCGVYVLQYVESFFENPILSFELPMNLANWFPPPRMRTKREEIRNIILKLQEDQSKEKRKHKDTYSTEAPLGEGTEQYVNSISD
SENP7 block = SENP7 protease inhibitors, primary screen, biochemical, luminescence, uHTS | Sentrin-specific protease 7 (Homo sapiens), Q9BQF6 | recombinant SENP7, Z-RLRGG-aminoluciferin luminescence, 40 min | inhibition, % at 5 µM | hit rate 1.5% among 330,000;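 active = inhibition above about 50% at the single test dose, limit read from the data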;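 note: plate controls were DMSO with enzyme for no effect and no enzyme buffer wells for full effect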
HKDC1 inhibitor = HKDC1 hexokinase inhibitors, primary screen, biochemical, fluorescence, uHTS; recombinant HKDC1, G6PDH/diaphorase resazurin coupled fluorescence; hit rate 0.16% among 340,000; inhibition, % at 20 µM; Q2TB90;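 active = inhibition above about 35% when tested at 20 µM, limit read from the data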;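 note: plate controls were DMSO wells with enzyme for no effect and DMSO wells lacking enzyme for full effect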
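Test system: HK5 enzyme. Quantity: 5 µg/mL HK5 final. Reagent: glucose and ATP substrates. Schedule: 90 min reaction incubation at room temperature, dark. Technique: resazurin-to-resorufin fluorescence via G6PDH and diaphorase coupling, 525/613 nm. Control set: DMSO wells with and without enzyme mix.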
Apaf-1 inh = inhibitors of human Apaf-1 apoptosome, primary screen, biochemical, DEVD-Rh110 fluorescence, uHTS; hit rate 0.71% among 330,000; reconstituted apoptosome caspase-3 activity; inhibition, % at 20 µM; active = inhibition of at least 40% at 20 µM;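 note: plate controls were DMSO wells for no effect and DEVD-CHO caspase inhibitor wells for full effect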
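Material: reconstituted apoptosome with Apaf-1, cytochrome c, caspase-9, procaspase-3, dATP. Technique: Rh110 fluorescence intensity. Buffer or medium: pH 7.5 Hepes buffer with CHAPS, BSA, DTT. Times: 30 min plus 50 min, RT.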
SENP8 block-2 = SENP8 protease inhibitors, primary screen, biochemical, luminescence. Sentrin-specific protease 8 (Homo sapiens), Q96LD8. purified SENP8, Z-RLRGG-aminoluciferin cleavage. inhibition, % at 10 µM. hit rate 1.2% among 330,000. AID 2540, 2010; in the data active = inhibition above about 50%
SENP1 inh = human SENP1 catalytic domain inhibitors, primary screen, biochemical, FRET, uHTS. inhibition, % at 10 µM. hit rate 0.21% among 360,000. recombinant SENP1 catalytic domain, CyPet-SUMO1-YPet FRET cleavage. AID 624204, 2012;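 active = inhibition at least 30% at 10 µM, raw YFP signal under a set limit, fluorescence ratio 0.5 to 1.5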;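 note: 0% = enzyme with DMSO and 100% = no enzyme wells; some results filed as inactive read as strong as hits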
Target sequence (Q9P0U3 419-644 limits assumed): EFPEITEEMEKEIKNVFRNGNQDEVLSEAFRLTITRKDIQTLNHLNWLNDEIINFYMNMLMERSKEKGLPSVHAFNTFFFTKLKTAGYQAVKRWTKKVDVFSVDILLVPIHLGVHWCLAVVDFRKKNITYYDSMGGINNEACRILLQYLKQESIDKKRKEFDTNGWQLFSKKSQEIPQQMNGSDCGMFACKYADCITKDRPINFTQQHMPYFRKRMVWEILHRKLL
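Test system: hSENP1 catalytic domain, recombinant; Amount: 20 pM final SENP1 enzyme; Medium: Tris pH 8 buffer plus EDTA, NaCl, BME, BSA, NP40, catalase; Schedule: 50 min enzyme reaction, room temperature, light-protected; Technique: FRET fluorescence in CFP and YFP emission channels; Controls: no-enzyme wells low, DMSO-plus-enzyme wells high control.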
The depositor's hits bear a star; i = inactive; / = not tested or not shown.

mol,PfGluPho inh,SENP8 block-1,SENP6 block,SENP7 block,HKDC1 inhibitor,Apaf-1 inh,SENP8 block-2,SENP1 inh
CONc1nc(NC(C)(C)C)nc(OCC#N)n1,22,3,1,-4,-6,2,-4,0
CC1=C(C#N)c2nc(N)c(C#N)c(C)c2/C1=C\c1ccc(OCC(=O)O)c(Cl)c1,7,-316,-12,2,18,-18,3,-18
O=C(Nc1nc2ccccc2[nH]1)c1ccccc1[N+](=O)[O-],12,12,-9,2,-11,-17,3,1
COc1ccc(N2CC(C(=O)N3CCN(S(=O)(=O)c4ccc(F)c(F)c4)CC3)CC2=O)c(OC)c1 (configuration not stated),0,7,/,/,-7,/,/,0
COc1ccc(CC(=O)Nc2ccc(N3CCOCC3)cc2)cc1S(=O)(=O)N1CCOCC1,3,4,-8,4,-3,-9,1,1
COc1cc2nc(Cl)nc(N3CCOCC3)c2cc1OC,11,-9,-8,4,-1,0,0,1
O=c1c(Cc2ccc(F)cc2)c(O)ccn1C1CC1,21,31,-2,-4,-5,-2,5,1
COc1ccccc1N1CCN(C(=O)c2cc(=O)c3cc(C)ccc3o2)CC1,-3,8,-1,-1,0,12,9,-1
Cc1nn(C(=O)CCC(=O)NCc2ccccc2Cl)c2ccccc12,2,10,-12,-7,-7,9,-6,0
FC(F)(F)c1cnc(C(c2ccccc2)c2ncn[nH]2)c(Cl)c1 (configuration not stated),-9,9,-9,-10,8,-1,0,1
N=c1c2c(n(Cc3cccc(Cl)c3)c3c1CCC3)CCCC2,0,9,-34,-3,-4,6,-2,0
Cc1ccc(S(=O)(=O)N2CCN(C(=O)c3ccccc3Cc3ccccc3)CC2)c(C)c1,23,10,-5,4,3,27,-1,-2
O=C(O)c1cc(N/N=C/c2ccc(N3CCOCC3)cc2)ccc1Cl,-7,-284,-17,31,3,-15,51*,-9
COc1ccccc1NC(=O)CCC(=O)OCc1ccc(Cl)cc1,7,14,-3,1,-10,12,-1,0
CC1CCCN(CCCNC(=O)C2CCCN(c3ncnc4c3nc3n4CCCCC3)C2)C1 (configuration not stated),6,16,-18,-7,-1,7,5,1

(more compounds)
mol,PfGluPho inh,SENP8 block-1,SENP6 block,SENP7 block,HKDC1 inhibitor,Apaf-1 inh,SENP8 block-2,SENP1 inh
NC(=S)Nc1cccc2[nH]ccc12,5,3,-3,6,6,-12,-6,1
CS(=O)(=O)N(CCc1ccccc1)CC(=O)NCc1ccc(Cl)cc1,1,8,-30,-19,-7,4,-9,1
OCCC1CN(Cc2nc(-c3ccccc3)cs2)CCN1Cc1ccc(F)cc1 (configuration not stated),7,4,-4,-12,-4,13,-4,3
O=C(Nc1ccc(N2CCCC2)cc1)c1cc([N+](=O)[O-])ccc1N1CCOCC1,6,24,3,-7,-1,18,0,0
COc1ccc(-n2c(C)c(C)c3c(NCCN(C)C)ncnc32)cc1,-4,16,-1,-1,9,-4,0,-1
Cc1noc(C)c1CSCC(=O)N(C)CC(=O)Nc1ccc(Cl)c(Cl)c1,53,7,-10,-11,-3,14,-11,1
Cc1cc(C)n(CC(=O)Nc2ccc([N+](=O)[O-])cc2)n1,9,16,-19,-4,-3,-7,-9,-1
FC(F)(F)c1cccc(NC(=S)NNC(=S)NCc2ccccc2)c1,16,36,2,7,-19,5,0,-1
Cc1ccc(S(=O)(=O)NCc2c(-c3ccccc3)noc2C)cc1,11,12,-5,-5,1,0,-6,-1
Cc1cc(Nc2ccccc2)n(CCO)n1,-6,39,4,4,-6,-6,0,3
O=C(NC1CCCC1)c1ccc(COCC(F)(F)C(F)F)o1,-5,11,8,3,-3,-4,11,-2
COc1cc(/C=C(/Sc2nnc(-c3ccc(F)cc3)o2)C(=O)O)ccc1OC(F)F,-4,-12,-2,-8,-10,6,0,-1
CCN(CC)CCNC(=O)C1(O)c2cc(Br)ccc2NC(=O)N1c1ccccc1 (configuration not stated),-10,4,-16,-5,-2,-1,2,1
O=C(/C=C/c1cccc(Cl)c1)Nn1c(-c2cccs2)nc2ccccc2c1=O,-25,-20,-6,6,-5,16,3,-1
O=C(CCc1nc2ccccc2s1)OCc1ccccc1F,11,9,-6,2,-1,-7,0,2

Part of the list above, with each value named:
CCN(CC)CCNC(=O)C1(O)c2cc(Br)ccc2NC(=O)N1c1ccccc1 (configuration not stated)
- PfGluPho inh: -10
- SENP8 block-1: 4
- SENP6 block: -16
- SENP7 block: -5
- HKDC1 inhibitor: -2
- Apaf-1 inh: -1
- SENP8 block-2: 2
- SENP1 inh: 1
O=C(/C=C/c1cccc(Cl)c1)Nn1c(-c2cccs2)nc2ccccc2c1=O
- PfGluPho inh: -25
- SENP8 block-1: -20
- SENP6 block: -6
- SENP7 block: 6
- HKDC1 inhibitor: -5
- Apaf-1 inh: 16
- SENP8 block-2: 3
- SENP1 inh: -1

(listing goes on)
mol,PfGluPho inh,SENP8 block-1,SENP6 block,SENP7 block,HKDC1 inhibitor,Apaf-1 inh,SENP8 block-2,SENP1 inh
COc1cc(/C=N/S(=O)(=O)CCc2ccccc2)ccc1O,8,13,-13,2,14,2,-3,2
COc1ccc(NC(=O)c2ccc(-n3cccn3)nc2)cc1,7,-18,-3,0,-10,-7,-8,2
O=C(COC(=O)c1cccc2ccccc12)Nc1ncc(C(F)(F)F)cc1Cl,-17,-34,-6,0,-3,8,5,3
C/C(CC(=O)Nc1ccc(Cl)cc1Cl)=N\NC(=O)c1cnccn1,9,32,-24,-6,2,-1,-15,-1
COc1ccccc1S(=O)(=O)Cc1ccc(C(=O)NCCN(C)C)o1,2,16,-1,8,-2,7,-5,0
O=C(c1ccc(F)cc1)n1c(=S)nc2ccccn21,35,0,72*,96*,1,-7,64*,-2
CCOc1ccccc1CN1CCC(Oc2ccc(C(=O)NCc3ccccn3)cc2)CC1,5,4,12,0,-5,2,-6,-5
CC1(C)CC(=O)C2=C(C1)N(c1ccc(F)cc1)C(=O)CC2c1ccsc1 (configuration not stated),0,7,4,7,-4,-1,3,5
COC(=O)CC1SC(=O)NC1=Nc1ccc(C)cc1 (configuration not stated),0,0,8,-6,-5,-6,-4,0
Fc1cc(F)c(F)c(SCCc2ccncc2)c1F,-8,21,-5,-13,5,11,0,-1
O=C(Nc1ccccc1)N(CCCN1CCOCC1)Cc1cccs1,-14,10,8,-6,0,3,3,-1
N#Cc1ccccc1OCC(=O)Nc1ccc2c(c1)OCCCO2,-8,7,-7,5,-5,7,-2,-2
Cc1ccc(OC(C)C(=O)Nc2ccc3c(c2)n(C)c(=O)n3C)cc1C (configuration not stated),8,8,3,0,-8,14,-9,-1
Cc1nc2cc(S(=O)(=O)C(F)(F)F)ccc2s1,3,20,-9,3,-3,11,1,0
COC(=O)c1ccccc1NC(=O)CSc1ncn[nH]1,-9,13,2,1,-4,-21,3,1

Additional structures
mol,PfGluPho inh,SENP8 block-1,SENP6 block,SENP7 block,HKDC1 inhibitor,Apaf-1 inh,SENP8 block-2,SENP1 inh
CCC1(CC)C(=O)C(C)(C)C(=O)OC1c1cccs1 (configuration not stated),8,12,-20,1,-3,-6,3,0
O=C(COc1ccc(F)cc1)NNC(=O)Cn1ccc(C(F)(F)F)n1,1,7,-2,4,2,11,-7,-1
CSc1ccc(-c2nc(CSCC(=O)NCCCN3CCCC3=O)c(C)o2)cc1,0,-126,13,0,4,4,7,-1
CCc1nnc(NC(=O)CCC(=O)NC2CCCCCC2)s1,-4,4,-4,6,-4,6,0,1
CC(C(=O)Nc1ccccc1)N1C(=O)c2ccccc2C1=O (configuration not stated),-7,17,-7,10,-1,-2,1,2
CCc1c(C(=O)N2CCOCC2)csc1C,-2,11,-5,4,-8,-10,2,4
CCC(c1nnc(SCC(=O)Nc2nnc(-c3ccccc3)o2)o1)N(C)C (configuration not stated),-9,9,0,-7,0,-5,0,5
CC12CC3CC(C)(C1)CC(CN)(C3)C2,-9,30,-6,1,-5,1,-1,1
Cc1cc(C(=O)COC(=O)c2ccc(O)cc2)c(C)n1CC(F)(F)F,6,10,8,-3,-1,1,11,2
CN1C(=O)C(C)(C)c2cc(S(=O)(=O)NCCc3ccc(Cl)cc3)ccc21,23,2,-5,2,3,4,1,-1
Cc1ccc(S(=O)(=O)Nc2ccc(NC(=O)c3cccs3)cc2)cc1,9,10,2,3,7,1,6,0
O=S(=O)(NC(=S)NC1CCCCC1)c1ccccc1,12,20,-19,-6,-4,7,-5,3
Cc1cc(C)c(C(=O)Nc2ccc(C)c(C)c2)c(CC(C)(C)C(=O)O)c1,-6,10,-38,-1,1,1,-10,0
Cc1nnc(NC(=O)CSc2nnc(-c3ccco3)o2)s1,0,7,0,-3,-2,-10,-2,1
COc1ccc(NC(=O)c2cccnc2N2CCOCC2)cc1,6,-3,-16,8,-12,0,2,2

The list continues:
mol,PfGluPho inh,SENP8 block-1,SENP6 block,SENP7 block,HKDC1 inhibitor,Apaf-1 inh,SENP8 block-2,SENP1 inh
CCOc1cccc(CN2CCCC(CNC(=O)c3cccc(OC)c3OC)C2)c1 (configuration not stated),-14,-8,-22,14,-8,-8,-9,0
O=C(NCCc1ccccc1)C1CC(=O)N(c2ccc3c(c2)OCCO3)C1 (configuration not stated),0,-3,-19,8,-5,8,5,0
CC(C)(C)OC(=O)N1CCN(C(=O)[C@H](Cc2ccc(O)cc2)n2cc(CCO)nn2)CC1,-3,14,-2,5,-6,0,-1,3
Cn1ncc(N2CCN(C(=O)c3ccc(Cl)cc3)CC2)c(Cl)c1=O,-4,4,-5,3,4,-15,-3,1
Cn1c(Cn2nnc3ccccc32)nnc1SCC(=O)Nc1nccs1,4,2,0,-5,-4,5,-5,3
CN(c1ccc(C(=O)Nc2ccc(F)cc2F)cc1)S(=O)(=O)c1ccccc1,37,5,-27,-16,-7,12,-11,1
Cc1ccc(NC(=O)Nc2ccccc2C#N)c(Cl)c1,1,-346,-28,-5,-1,8,-12,1
Cc1cc(=O)n(CC=C(Cl)Cl)c2ccccc12,-11,3,-11,-4,-1,4,-7,0
COc1ccccc1CCNC(=O)c1ccc(NC(=O)CC2SC(N3CCCC3)=NC2=O)cc1 (configuration not stated),-6,-1,-12,-1,4,1,14,3
COc1ccc2cc(C(=O)Nc3c(C)n(C)n(-c4ccccc4)c3=O)sc(=O)c2c1OC,2,5,8,6,0,7,0,-3
Cc1cc(NC(=O)Nc2ccccc2)n(C(C)(C)C)n1,-6,13,-5,8,-1,4,7,1
COCCCNC(=O)c1cc(Nc2ccc(OC)cc2OC)nc2ccccc12,14,15,-2,14,-5,0,-1,0
O=C(NCc1nnnn1-c1ccc(Cl)cc1)c1ccc(Br)o1,3,2,-10,-14,-3,15,-10,0
Cc1ccc(S(=O)(=O)N(C)Cc2ccccc2)cc1C(=O)N1CCCCC1,-15,2,4,-8,-6,9,-3,1
COc1cccc(-c2c(-c3cc(OC)cc(OC)c3)n(C)c3ccc(-c4ccc5cc[nH]c5c4)cc23)c1,-4,i,-29,-4,2,21,-12,-4

Bioassay records as filed in PubChem.
